# STAT3 inh – inhibitors of IL-6 induced STAT3 signaling. inhibition, % at 5.5 µM. 0.89% of 190,000 active. U3A cells, IL-6 STAT3-luciferase reporter, luminescence; host cell line lacks STAT1;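 active means inhibition above the mean inhibition across all screened compounds plus 3 SD, cut at about 44% in these data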;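 further: 0% = DMSO only wells and 100% = 100 µM nifuroxazide control wells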
# STAT3 act – STAT3 signaling activation | U3A cells, IL-6 STAT3-luciferase reporter, luminescence; 100% = signal with IL-6 EC80 alone | activation (% of control), % at 5.6 µM | 0.91% of 190,000 active | AID 871;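 active means activation above the screen-wide mean of compound activation plus 3 SD, cut at about 130% in these data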;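 further: 0% = background luminescence of wells with medium and substrate only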
#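 Test system: STAT3-luciferase reporter U3A cells; Detection: reporter luminescence signal; Times: 1 h compound pre-exposure, 6 h IL-6 stimulation, 37 °C; Benchmarks: IL-6-only high control; Also added: IL-6 stimulus at 33 ng/mL final.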
# RAM network inh – blocks the yeast RAM network; S. cerevisiae dse1pr::URA3 reporter, 5-FOA growth OD615, 2 d; analog-sensitive cbk1-as2 kinase mutant strain; inhibition, % at 50 µM; 1.8% of 190,000 active;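 active means inhibition above a set limit, 3 SD over mean compound inhibition, cut at about 8.4% in these data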;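 further: 0% = DMSO-only wells with no growth and 100% = 10 µM 1-NA-PP1 full growth; inhibition rescues growth on 5-FOA so higher OD means more RAM inhibition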
# FLuc inhib CS – counter-screen for luciferase assay inhibitors: firefly luciferase inhibition. P08659. ATPLite firefly luciferase biochemical luminescence, 10 min. inhibition, % at 10 µM. 1.5% of 200,000 active. AID 1006;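 active means inhibition above about 50% when tested at 10 µM, limit read from the data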
# Target sequence (P08659 whole entry, looked up): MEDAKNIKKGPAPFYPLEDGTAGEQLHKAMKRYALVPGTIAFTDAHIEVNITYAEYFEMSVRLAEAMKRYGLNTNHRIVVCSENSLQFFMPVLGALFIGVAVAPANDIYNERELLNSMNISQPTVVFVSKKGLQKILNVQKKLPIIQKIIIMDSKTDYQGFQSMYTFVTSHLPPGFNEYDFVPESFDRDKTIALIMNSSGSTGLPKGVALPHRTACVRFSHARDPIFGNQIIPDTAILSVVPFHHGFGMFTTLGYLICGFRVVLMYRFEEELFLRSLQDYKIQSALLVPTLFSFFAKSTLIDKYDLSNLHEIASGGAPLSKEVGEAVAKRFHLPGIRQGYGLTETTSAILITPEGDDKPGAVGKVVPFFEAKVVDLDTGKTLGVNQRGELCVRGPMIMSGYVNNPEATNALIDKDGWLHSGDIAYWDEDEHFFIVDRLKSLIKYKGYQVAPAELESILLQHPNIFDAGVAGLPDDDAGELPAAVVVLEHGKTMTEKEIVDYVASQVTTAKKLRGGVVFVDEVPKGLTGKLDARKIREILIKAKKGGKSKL
# NF-kB neuron act – raises NF-kB expression in human neuronal cells. fold change at 12.5 µM. 1.6% of 190,000 active. NF-kB reporter expression; stronger effect = higher value. AID 1239; in the data active means fold change above about 3.3
# APP 5UTR inh – APP translation inhibition; SH-SY5Y APP 5'UTR-luciferase reporter, luminescence; 0.82% of 190,000 active; inhibition, % at 2 µM;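 active means inhibition above a set limit, derived from the sample mean plus 3 SD, cut at about 45% in these data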; further: values of inactives mirror those of a sister screen read the other way
# STAT1 act – STAT1 signaling activation; NIH 3T3 STAT1-luciferase reporter, IFN-gamma, luminescence; 100% = IFN-gamma alone, no compound; 2.6% of 200,000 active; activation (% of control), % at 5.5 µM;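 active means activation above the screen-wide mean activation plus 3 SD, cut at about 130% in these data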;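 further: raw ratio to IFN-gamma control signal so 100% means no change and 0% no light; values of inactives mirror those of a sister screen read the other way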
# STAT1 inh – inhibitors of IFN-gamma induced STAT1 signaling | NIH 3T3 STAT1-luciferase reporter, luminescence | inhibition, % at 5.5 µM | 0.35% of 200,000 active | AID 920;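 active means inhibition above a set limit, the mean inhibition across all tested compounds plus 3 SD, cut at about 34% in these data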;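 further: 0% = IFN-gamma with DMSO and 100% = IFN-gamma with 300 µM nifuroxazide; values of inactives mirror those of a sister screen read the other way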
# APP 5'UTR act – APP 5'UTR luciferase reporter activation; SH-SY5Y APP 5'UTR luciferase reporter, luminescence; zero percent = DMSO vehicle wells; activation, % at 2 µM; 1% of 190,000 active; AID 1276;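 active means activation above a set limit, based on mean plus 3 SD of controls, cut at about 140% in these data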; further: values of inactives mirror those of a sister screen read the other way
# Hsp70 activator – switches on Hsp70 transcription. HeLa Hsp70 promoter luciferase reporter, luminescence; scaled: vehicle 0, proteasome-inhibitor control 100%. activation, % at 10 µM. 0.04% of 200,000 active;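 active means activation above the mean across all tested compounds plus 3 SD, cutoff set per campaign, cut at about 5.5% in these data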;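 further: 100% = MG132 at 30 µM as the positive control and 0% = DMSO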
# An asterisk follows results filed as active; / = not tested or not shown.
canonical_smiles,APP 5'UTR act,STAT1 inh,STAT3 act,NF-kB neuron act,FLuc inhib CS,Hsp70 activator,STAT1 act,RAM network inh,STAT3 inh,APP 5UTR inh
CSCCC(NC(=O)c1ccc(Cl)cc1)C(=O)OCC(=O)c1ccc[nH]1 (configuration not stated),14,0,91,1.1,2,-0.5,100,0.9,5,-14
O=C(O)c1ccc(Cl)c(S(=O)(=O)Nc2ccc3cn[nH]c3c2)c1,-1,5,135*,1.1,-2,0.0,94,0.7,-33,0
COCc1cc(C)nc(OCC(=O)N/N=C/c2ccco2)c1C#N,9,-14,103,1,-5,-0.2,112,2.4,1,-9
CSc1ccc(/C=N\NC(=O)CC(=O)NC(C)C)cc1,-15,-12,110,1.1,-6,-0.3,110,-0.4,-7,15
CC1CN(S(=O)(=O)c2ccc(NC(=O)c3ccco3)cc2)CC(C)O1 (configuration not stated),-25,3,98,1.1,3,0.0,95,0.9,2,25
CC(=O)n1cc([C@H]2C=C(C(=O)N3CCN(Cc4ccccc4)CC3)O[C@@H](OCCCCO)C2)c2ccccc21,22,1,/,1.1,-2,-0.2,101,0.9,/,-22
COCCCN1C(=O)C(=O)/C(=C(/O)c2ccc(OC)cc2)C1c1cccc(OC)c1 (configuration not stated),13,3,100,1.1,-5,0.0,98,3.8,4,-13
COc1cc(C)c(Cl)c(C)c1S(=O)(=O)NCc1cccnc1,-46,-3,96,1,-2,-0.1,103,1.6,9,46*
CC(C)CCN1CC(O)=C(c2nc(-c3ccc(Cl)cc3)cs2)C1=N,4,-3,87,1.1,4,0.1,102,3.9,20,-4
C=CC[C@@H]1Cc2c(Br)ccc(Br)c2[C@@H](CC=C)N1,5,8,95,1.4,-4,-0.5,93,2.3,9,-5
CCOC(=O)C1(Cc2ccccc2)CCN(Cc2ccc(C)s2)CC1,-1,4,105,1.1,-5,-0.3,94,0.9,1,1
CC(/C=N/O)Cc1ccc2c(c1)OCO2 (configuration not stated),0,-9,101,1.4,/,0.3,109,0.3,3,0
CCCSc1nn2c(=O)c3ccccc3nc2s1,82,-29,82,3,44,0.2,127,3.4,20,-82
CC(C)NC(=O)c1c2c(nc3ccccc13)CCCC2,-10,-5,108,1.1,-1,-0.1,109,1.4,-8,10
CCn1c(SCc2nc3sc(C(=O)O)c(C)c3c(=O)[nH]2)nnc1-c1ccc(Cl)cc1,-15,-4,105,/,-2,-0.2,102,3.3,0,15
Cc1ncc([N+](=O)[O-])n1CCOC(=O)NC(NCc1ccccc1Cl)C(Cl)(Cl)Cl (configuration not stated),-4,-1,103,0.97,-6,-0.5,101,-0.9,-4,4
Cc1nnc(NC(=O)c2ccc(Br)cc2)s1,8,-8,87,1.8,34,-0.3,108,2.9,16,-8
N#Cc1ccccc1NC(=O)CSc1nccn1CCc1ccccc1,13,-23,106,2.2,-5,0.0,121,3.6,-3,-12
Cc1oc(-c2cccc(Cl)c2)nc1CN1CCCC(C(=O)NC(C)c2ccc3c(c2)OCCO3)C1 (configuration not stated),/,3,89,0.66,-6,0.0,97,0.6,21,/
NC(N)=NC(N)=NCCc1ccccc1,5,9,100,0.98,-3,-0.5,92,1.4,2,-5
Cc1noc(C)c1CSc1nnc(-c2c[nH]c3ccccc23)n1-c1ccc(Cl)cc1,-14,-1,92,1.3,-8,-0.5,101,9.4*,14,14
C/C(=N\NC(=O)c1ccc(COc2ccccc2)cc1)c1ccncc1,-14,-4,101,0.98,-2,-0.3,101,0.7,4,14
COCCCn1cc(C(=O)c2cc(OC)ccc2OCC(=O)N2CCCCC2C)cc(C#N)c1=O (configuration not stated),18,-3,108,0.98,-4,-0.3,101,-0.4,-9,-18
Cc1cccc(NC(=S)N=Nc2c(O)[nH]c3ccccc23)c1,-45,-2,93,1.1,-6,-0.3,104,5.5,6,45*
Cc1ccc(N2CCN(C(=O)c3ccccc3F)CC2)c(C)c1,-1,-2,104,0.96,-5,-0.1,102,-1.9,1,1

# Reprinted from the part before: 2 compounds; new compounds follow.
canonical_smiles,APP 5'UTR act,STAT1 inh,STAT3 act,NF-kB neuron act,FLuc inhib CS,Hsp70 activator,STAT1 act,RAM network inh,STAT3 inh,APP 5UTR inh
Cc1cccc(NC(=S)N=Nc2c(O)[nH]c3ccccc23)c1,-45,-2,93,1.1,-6,-0.3,104,5.5,6,45*
Cc1ccc(N2CCN(C(=O)c3ccccc3F)CC2)c(C)c1,-1,-2,104,0.96,-5,-0.1,102,-1.9,1,1
S=C(NCC(c1ccco1)N1CCCC1)Nc1ccccc1 (configuration not stated),9,-4,99,1,-4,-0.1,104,1.1,10,-9
Cc1sc2nc(SCc3nc(-c4ccccc4)no3)n(-c3ccccc3)c(=O)c2c1C,/,-1,106,1.1,-3,-0.1,100,3.1,-2,/
O=C(NCC(=O)N1CCCC1)c1cccs1,16,-3,97,2.6,0,-0.3,103,0.1,9,-16
Cc1cc(C)nc(-n2nc(C)c3c(C(F)(F)F)cc(=O)[nH]c32)n1,4,3,94,1.2,-1,-0.3,97,2.2,7,-4
Cc1ccccc1N(CC(=O)O)S(C)(=O)=O,7,1,99,1,-1,-0.3,100,1.2,5,-7
COc1ccc(NC2=Nc3ccccc3N3C2=Nc2c(c(C)nn2-c2ccc(C)cc2)C3c2cccnc2)cc1 (configuration not stated),-2,5,103,0.5,-1,-0.2,96,4.3,3,2
CCC(C)OC(=O)C1C(c2ccccc2)C(C(=O)O)C1c1ccccc1 (configuration not stated),4,4,95,1.1,-6,-0.2,97,1.9,12,-4
COC(=O)CCC(=O)N1CCc2cc(S(=O)(=O)N3CCN(c4ccccc4Cl)CC3)ccc21,-6,-12,109,0.99,-7,-0.3,111,2.3,-3,6
CC(CCc1ccccc1)NC(=O)COC(=O)CC1CC2CCC1C2 (configuration not stated),-4,-2,101,1,-10,-0.1,102,2.7,1,4
CCOc1ccccc1N1CCN(C(=O)CCCc2nc3ccccc3s2)CC1,-3,10,100,0.94,-7,-0.1,91,1.5,2,3
Cc1ccc2c(C(=O)N3CCN(c4ccccc4)CC3)cc(-c3cccnc3)nc2c1C,-4,-7,110,1,-6,-0.3,104,0.4,-7,4
O=C(NNC(=O)c1ccccc1-n1cccc1)c1ccccc1,13,-8,99,0.97,4,-0.2,107,1.1,3,-13
Cc1csc(NC(=O)CCc2c(C)nc3cc(-c4ccc(Cl)cc4)nn3c2C)n1,-54,-5,70,0.79,0,-0.4,105,2.0,35,54*
O=C(CSc1nc2ncccc2[nH]1)Nc1ccc2c(c1)OCCO2,10,-2,98,1.3,22,-0.5,102,2.1,6,-10
CNCCC=C1c2ccccc2CCc2ccccc21,6,11,93,0.97,-8,-0.4,90,1.2,11,-6
O=C(NCC1CCCO1)c1cc(C(=O)C2CCCCC2)c[nH]1 (configuration not stated),-5,-5,100,0.9,-2,0.0,104,2.9,0,5
CC(=O)c1c[nH]c(C(=O)NCC2CCCO2)c1 (configuration not stated),6,2,96,1.1,-4,0.2,93,2.4,13,-6
CSc1ccc(NC(=O)c2cccnc2)cc1C#N,-9,-8,84,1.2,-2,0.3,106,2.2,26,9
COc1cc(OC)cc(C(=O)N(Cc2cc3cc(C)ccc3[nH]c2=O)C(C)C)c1,-1,2,106,1.3,2,-0.4,98,0.0,0,1
O=C(COC(=O)c1ccc([N+](=O)[O-])o1)c1ccccc1,-13,3,98,0.98,2,-0.3,97,0.5,6,13
Cc1ccc(S(=O)(=O)NCCSc2ncccn2)cc1,-7,0,105,1,-1,0.2,100,1.2,0,7
COc1ccc(OC)c2c1CC(C)(C)NC2=O,24,3,98,1,-10,-0.2,98,1.0,2,-24
Cc1csc(NC(=O)CSc2nnc(-c3cc(C)on3)o2)n1,3,-16,107,1.7,-8,-0.4,114,0.5,-10,-3
CC(=O)N1CCC(=O)N(C(C)C)c2ccccc21,12,5,104,0.81,-8,-0.2,95,2.1,-2,-12
CC(C)NC(=O)c1cc2c(s1)CCCC2,-1,5,100,1.1,5,-0.5,96,0.4,3,1
CN(C(=O)C12CC3CC(CC(C3)C1)C2)C1(C)CCS(=O)(=O)C1 (configuration not stated),-1,1,110,1.1,-7,-0.4,99,2.1,-12,1
COCCn1nnnc1C(c1ccc(OC)cc1OC)N1CCN(c2ccccc2)CC1 (configuration not stated),11,-9,103,0.96,3,0.1,108,0.1,-2,-11
OCCCNCc1ccc(-c2ccccc2)cc1,24,-2,106,1.3,-5,-0.1,102,0.7,-8,-24
Fc1ccc(CSc2ccc3nnc(-c4cccnc4)n3n2)cc1,12,13,90,0.61,-4,-0.3,87,1.5,14,-12
OCCCN1c2ccccc2Nc2nnc(-c3ccccc3)cc21,118,-62,93,2.3,57*,0.9,156*,1.6,15,-118
O=C(Cn1c(=O)n(-c2ccc(F)cc2)c(=O)c2sccc21)N1CCCC1,0,-4,94,1.2,-4,-0.2,104,1.0,12,0
CC1(C)CC(=O)C=C(NCCc2ccc(S(N)(=O)=O)cc2)C1,3,0,102,0.82,0,-0.4,100,-0.4,4,-3
O=C(NCC1CCCO1)c1cncc(Br)c1 (configuration not stated),14,8,103,1.4,-1,0.0,93,0.1,-4,-14
C=CCN1C(=O)C(Cc2cccc(Cl)c2)S/C1=N/N=C/c1ccco1 (configuration not stated),-3,4,103,1,-4,0.0,97,3.0,6,3
CC(C)CNC(=O)C1CCN(Cc2ccc(OCc3ccccc3)cc2)CC1,39,-8,94,1.4,3,-0.2,107,0.7,10,-39
O=C(CSc1ccc(-c2ccccc2)nn1)NCC1CCCO1 (configuration not stated),3,4,103,/,7,-0.2,94,2.2,2,-3
O=C(NC1CCCCC1)c1ccccc1NC(=O)C1CC(=O)N(c2ccccc2)C1 (configuration not stated),2,-9,101,1.3,4,-0.1,108,1.5,2,-2
CN(C)C(=O)N1CCN(C(=O)N(C)C)CC1,-3,-3,100,1,1,-0.1,102,0.6,6,3
C=CCNC(=O)N1CCC(CO)(Cc2ccc(Cl)cc2)CC1,15,4,91,1.2,-2,0.1,96,-0.7,16,-15
Cn1cc(S(=O)(=O)NCc2cccs2)c(=O)n(C)c1=O,-17,-4,100,1.1,-3,0.6,104,2.4,8,17
COc1cc2c(cc1OC)C(C)N(C(=O)Cn1ncc3c1-c1ccccc1OC3)CC2 (configuration not stated),-1,6,98,0.99,-6,-0.1,94,0.1,8,1
COc1ccc(N2CCN(S(=O)(=O)c3ccc(Br)s3)CC2)cc1,7,-2,105,1.3,-3,-0.1,102,2.0,-4,-7
O=C(CSc1nnc(CNC(=O)C23CC4CC(CC(C4)C2)C3)n1-c1ccc(F)cc1)Nc1ccc(F)cc1,9,11,102,1,-2,0.1,90,0.2,-4,-9
Nc1c(Cl)ncnc1N1CCN(c2ncnc(Cl)c2N)CC1,-1,1,98,1.2,0,-0.4,101,-0.7,0,1

# Screening results as filed in PubChem.
